Mm-Cpn inhibitor: Inhibitors of TCP-1 ring complex (TRiC) of Methanococcus maripaludis (MmCpn): qHTS. Chaperonin Mm-Cpn (Methanococcus maripaludis). purified Mm-Cpn ATPase, ADP Transcreener TR-FRET. Potency, µM (doses to about 76.9 µM), for inactives: at the highest dose activity, negative = inhibition, usual class: inhibitors. 330,000 compounds, 0.031% hits. AID 504842, 2011; note: potency is the fitted concentration of half-maximal effect; % is set by controls: 0 for no effect and ±100 for the full control effect; nearly all actives have a fitted effect of over 80% in size
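25 nM Mm-CPN + cpd, 10 min 37°C; + 10 uM ATP, 30 min 37°C; buffer 30 mM Tris pH 7.4, 100 mM KCl, 5 mM MgCl2, 1 mM DTT; Transcreener ADP HTRF detection 30 min RT.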
FUS yeast rescue: qHTS for Suppressors of FUS Proteinopathy: Primary screen using FUS-linked yeast assay. Potency, µM (top dose mostly 76.6 µM), for inactives: top-dose growth rescue (activation), hits mostly activators. AID 1347120, 2019. 390,000 compounds, 0.24% hits. S. cerevisiae FUS-expressing, growth rescue, OD600, 24 h;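 note: potency is the fitted concentration of half-maximal effect; plate controls were DMSO vehicle for no effect and reference control for full effect; nearly all actives have a fitted effect of over 55% in size; some results filed as inactive show a strong effect at the top dose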
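Compound concentration series was pinned onto galactose-induced FUS-expressing yeast seeded at OD 0.005. Plates sat 24hr at 30C; absorbance at 600 nm gave growth. DMSO served as background control.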
TDP-43 yeast inh: qHTS of TDP-43 Inhibitors; TDP-43 expressing yeast growth rescue, BacTiter-Glo, 24 h; 410,000 compounds, 1.8% hits; Potency, µM (titrated, usually from 46.1 µM), inactives show at the highest dose growth rescue (activation), usual class: activators; note: potency is the fitted concentration of half-maximal effect; % of control where 0% means no effect; nearly all actives have a fitted effect of over 50% in size
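Readout is BacTiter-Glo luminescence of cell growth, so inhibitors register as activators. TDP-43-expressing yeast at OD600=0.02 in galactose medium, after raffinose pregrowth to mid-log, were incubated with compound for 24 hr at 30 deg C.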
Abeta yeast res: qHTS for compounds that reverse cellular toxicity of Amyloid beta (A-beta) peptide in yeast: Primary Screen; yeast expressing A-beta42, growth rescue, OD600, 48 h; response scale: 0% DMSO, 100% iron-clioquinol control; 410,000 compounds, 0.063% hits; Potency, µM (doses to about 46.1 µM), for inactives: top-dose growth rescue, actives largely listed as activators; note: potency is the fitted concentration of half-maximal effect; nearly all actives have a fitted effect of over 55% in size
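Growth rescue measured by 600 nm absorbance after 48 h yeast culture at 30 C with compound. Values normalized between DMSO and an equimolar ferric chloride plus clioquinol control.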
PTHR1 agonist: qHTS for PTHR1 Agonists: Primary Screen | Parathyroid hormone/parathyroid hormone-related peptide receptor (Homo sapiens), Q03431 | HEK293 GP2 PTHR1 cells, GloSensor cAMP luminescence, 1 h | Potency, µM (highest dose often 115 µM), without a hit: top-dose activation, most hits filed as activators | 410,000 compounds, 0.075% hits | AID 743266, 2014; note: potency is the fitted concentration of half-maximal effect; nearly all actives have a fitted effect of over 55% in size; some results filed as inactive show a strong effect at the top dose; inactives centre near -15; many of its hits are not listed in these tables
Target sequence (Q03431 whole entry, looked up): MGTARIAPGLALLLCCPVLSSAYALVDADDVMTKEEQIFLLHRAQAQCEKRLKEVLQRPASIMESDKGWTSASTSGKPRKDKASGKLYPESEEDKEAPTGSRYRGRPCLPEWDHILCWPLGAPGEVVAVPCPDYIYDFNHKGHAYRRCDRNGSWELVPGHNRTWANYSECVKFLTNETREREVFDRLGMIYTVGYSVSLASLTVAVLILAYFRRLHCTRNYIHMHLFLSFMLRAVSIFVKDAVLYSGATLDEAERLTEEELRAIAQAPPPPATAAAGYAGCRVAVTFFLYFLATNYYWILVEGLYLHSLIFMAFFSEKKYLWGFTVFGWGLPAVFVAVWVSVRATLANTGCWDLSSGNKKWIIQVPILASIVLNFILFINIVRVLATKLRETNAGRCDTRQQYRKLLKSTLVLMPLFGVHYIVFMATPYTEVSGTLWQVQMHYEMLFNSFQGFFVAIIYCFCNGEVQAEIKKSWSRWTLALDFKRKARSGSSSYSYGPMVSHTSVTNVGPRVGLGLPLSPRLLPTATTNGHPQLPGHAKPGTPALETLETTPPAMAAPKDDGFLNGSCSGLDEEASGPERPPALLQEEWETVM
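HEK-293-derived GP2 cells expressing PTHR1 and a GloSensor cAMP reporter, 3,000/well, plated overnight, given luciferin plus IBMX (each 0.5 mM as added) for 1 h at 37 °C, then compound for 1 h at 37 °C. Luminescence was read after 15 min at room temperature.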
GLP1R cytotox: qHTS of GLP-1 Receptor Inverse Agonists: Cytotox Screen | Potency, µM (highest dose often 38.3 µM), inactives show at the highest dose activity change, negative = inhibition, hits mostly inhibitors | HEK293 cAMP-luciferase reporter cells, luminescence, 24 h | AID 624418, 2012 | 410,000 compounds, 0.13% hits;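 note: loss of luciferase light is scored as toxicity; potency is the fitted concentration of half-maximal effect; % is set by controls: 0 for no effect and ±100 for the full control effect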
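Here, cytotoxicity is scored as loss of luminescence. The MLSMR collection was tested on cells seeded in medium containing 10% Nu serum, with a 24 hr compound exposure preceded by 12 hours of culture.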
GLP-1R inv ag: qHTS of GLP-1 Receptor Inverse Agonists (Inhibition Mode); HEK293 GLP-1R CRE-luciferase, luminescence, 24 h; GLP-1R form is constitutively active; 410,000 compounds, 1.6% hits; Glucagon-like peptide 1 receptor (Homo sapiens), P43220; Potency, µM (highest dose often 38.3 µM), for inactives: at the top dose activity change, negative = inhibition, actives largely listed as inhibitors; note: potency is the fitted concentration of half-maximal effect; % is set by controls: 0 for no effect and ±100 for the full control effect; nearly all actives have a fitted effect of over 55% in size
Target sequence (P43220 whole entry, looked up): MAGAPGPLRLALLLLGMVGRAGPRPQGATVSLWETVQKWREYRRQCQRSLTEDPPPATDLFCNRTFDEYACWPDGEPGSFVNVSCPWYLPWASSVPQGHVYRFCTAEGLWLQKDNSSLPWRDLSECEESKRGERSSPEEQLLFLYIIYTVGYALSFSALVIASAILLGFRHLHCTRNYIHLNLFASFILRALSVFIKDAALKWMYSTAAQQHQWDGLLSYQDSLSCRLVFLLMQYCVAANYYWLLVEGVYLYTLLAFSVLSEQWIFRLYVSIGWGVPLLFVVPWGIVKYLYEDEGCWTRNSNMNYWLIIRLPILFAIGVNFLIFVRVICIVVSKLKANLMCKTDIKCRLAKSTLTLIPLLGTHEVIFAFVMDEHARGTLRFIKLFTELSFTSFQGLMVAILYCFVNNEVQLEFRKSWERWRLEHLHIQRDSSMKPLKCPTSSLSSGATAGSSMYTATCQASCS
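Stable HEK293 clone (constitutively active GLP-1R + cAMP-response luciferase); 200 cells/uL plated, 12 h pre-culture, compound 24 hr, 37 deg C/5% CO2; detection reagent 12 min RT; luminescence.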
aSyn rescue: qHTS of alpha-syn Inhibitors; Yeast expressing alpha-synuclein, growth rescue, BacTiter-Glo, 24 h; 370,000 compounds, 0.14% hits; Potency, µM (highest dose often 46.1 µM), for inactives: top-dose growth rescue (activation), actives largely listed as activators; note: potency is the fitted concentration of half-maximal effect; % of control where 0% means no effect; nearly all actives have a fitted effect of over 65% in size
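Screening used galactose-induced yeast with toxic alpha-synuclein levels, exposed to compound for 24 hr at 30 deg C. Cell growth, read with BacTiter-Glo luminescence, gave the measured signal.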
pAkt inh: HTS Assay for Inhibitors of Akt Phophorylation: Primary Screen; Neuro2A IGF-stimulated pAkt S473 HTRF, 20 min; hits give low values; activity change, % for hits at 50 µM; 360,000 compounds, 0.32% hits; in the data active = activity change below about -80%; inconclusive = mostly about -51% to -80%; note: % is set by controls: 0 for no effect and ±100 for the full control effect
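Single-point screen (50 µM final compound) in Neuro2A cells stimulated 20 min with 6 nM IGF at 37 deg C. After lysis, Ser473-phosphorylated Akt read by HTRF (ex 330 nm, em 615/665 nm) as the 665/615 ratio.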
An asterisk follows results filed as active; i = inactive; ? = inconclusive; . = not tested or not shown; & = joins results of further samples; [ ] = another dose, or the depositor's remark. Unless noted, calls come from the whole dose curve; as a rule, active = well fitted curve in the direction sought with a large enough effect; inconclusive = small, poorly fitted or top-dose-only effect, or another doubt; inactive = no such curve, though single readings can be large; an effect the other way counts as inactive or inconclusive. An excerpt; rates above refer to the full screens.

Results follow in this order: Mm-Cpn inhibitor, Abeta yeast res, PTHR1 agonist, TDP-43 yeast inh, aSyn rescue, pAkt inh, FUS yeast rescue, GLP1R cytotox, GLP-1R inv ag
- O=C(COc1ccc(Cl)cc1)OCc1cc(=O)n2nc(-c3cccs3)sc2n1
    ., -17%, i, 0%, ., ., 25%, 2%, 8%
- Cc1ccc(OCc2nc(-c3ccc(-n4cccc4)cc3)no2)cc1C
    0%, -17%, -90%[inhibitor], -8%, -3%, i, -24%, 2%, -7%
- O=C(CN1C(=O)C2CC=CCC2C1=O)Nc1nccs1 (configuration not stated)
    0%, 1%, -8%, -9%, -8%, i, ., 7%, -9%
- CCCCCn1ccc(=N)cc1
    2%, -5%, -29%[57.5 µM], 1%, 4%, i, -29%, 5%, -10%
- Cc1nnn(C23CC4CC(CC(CC(=O)Nc5cccc(F)c5)(C4)C2)C3)n1
    0%, 4%, i, 4%, 1%, i, 19%, 3%, -28%
- O=C(C[C@H]1C/C=C\C[C@H](NC(=O)OCC2c3ccccc3-c3ccccc32)C(=O)OC[C@H](Cc2ccccc2)NC1=O)N[C@H](CO)Cc1ccccc1
    -1%, -8%, 6%, -10%, -8%, i, ?, 0%, -21%
- COc1ccc(Nc2cccc(Cl)c2)c(C(=O)O)c1
    -3%, -8%, i, -19%, -19%, i, ., -26%, ?
- O=C(NC12CC3CC(CC(C3)C1)C2)c1ccc(S(=O)(=O)N2CCOCC2)cc1
    -3%, 2%, -1%, 4%, 10%, i, -3%, 1%, -29%
- Cc1ccc(-c2nnc3ccc(SC(C)C(=O)O)nn23)cc1 (configuration not stated)
    -4%, -16%, 8%, 11%, 0%&-6%, i, -14%, 15%, 3%
- Cc1cccc(NC(=O)CC2S/C(=N/c3nccs3)N(C)C2=O)c1 (configuration not stated)
    1%, 4%, i, 7%, 2%, i, 5%, -13%, 2%
- CC(C)(C)Nc1c(-c2ccc(O)cc2)nc2ccc(Cl)cn12
    -3%, 2%, i, -13%[0.397 µM], 0%, i, 0%, 1%, ?
- COc1ccc(OC)c(CN2CCN(C(=O)CCC(=O)c3cccs3)CC2)c1
    2%, -13%, i, -13%, -1%, i, 21%, 18%, -18%
- COc1ccc(C(=O)n2nc(C#N)c(C#N)c2N)cc1
    0%, -3%, i, 24%, -1%, i, -3%, 8%, -5%
- Cc1ccc(C#N)c(SCc2ccccc2[N+](=O)[O-])n1
    1%, 0%, i, 14%, 3%, i, 0%, -2%, 10%
- O=C(O)CCCn1ccc2cc(S(=O)(=O)N3CCCC3)ccc21
    0%, 6%, 19%, -1%, 0%, i, -2%, -5%, 5%
- CC(=O)Nc1cc[n+](C(C)C(=O)c2ccc(Br)cc2)cc1 (configuration not stated)
    -3%, -10%, i, 5%, 1%, i, 20%, -7%, -28%
- O=C(Nc1ccccc1C(=O)N/N=C/c1ccncc1)c1ccccc1
    1%, -83%[inhibitor], -34%[inhibitor], -9%[0.397 µM], -68%[inhibitor], i, 8%, -4%, 1%
- CCCCOC(=O)C1=C(C)Nc2nnnn2C1c1ccc(OC)c(OC)c1OC (configuration not stated)
    -2%, 9%, i, 5%, ., ., 19%, -17%, 0%
- CCOc1ccc(CN(C)CC(=O)NNC(=O)c2ccc(Cl)cc2)cc1OC
    0%, 1%, -4%, 3%, -1%, i, -14%, 43%[activator], 4%
- O=c1[nH]cc(Cc2ccccc2)c(=O)[nH]1
    ., 5%, i, 21%, 0%, i, -21%, -7%, -16%
- COc1cccc(OC(C)c2ccnc3nc(/N=C/N(C)C)nn23)c1 (configuration not stated)
    -1%, 5%, 4%, -20%, -4%, i, ?, -5%, 1%
- Cc1ccc2nc3c(cc(C#N)c(=O)n3-c3nnc(SCc4ccc(F)cc4)s3)c(=O)n2c1
    ., -26%, -7%, 3%, ., ., -10%, 25%, -6%
- CCN(CC)C(C(=O)Nc1ccc2c(c1)OCO2)c1ccccc1 (configuration not stated)
    -4%, -9%, i, -1%, -1%, i, -9%, 38%[activator], -22%
- O=C(Cn1ncn2nc(-c3cccs3)cc2c1=O)NCc1ccccc1Cl
    ., 4%, 6%, 13%, ., ., -19%, -1%, 3%
- Cc1cc(C(=O)Nc2ccccc2C(=O)O)c(C)o1
    2%, -9%, 15%, -27%, -3%, i, 1%, -17%, 5%
- Cc1ccc(NP(=O)(c2ccc(N(C)C)cc2NC(=O)c2cccs2)N2CCOCC2)cc1Cl (configuration not stated)
    1%, 18%, -2%, -8%, 14%, i, 4µM*, -10%, -11%
- CCOC(Cn1cc([N+](=O)[O-])c(=O)[nH]c1=O)OCC
    ., -6%, i, -18%, -6%, i, -9%, 2%, 5%
- COc1ccc(S(=O)(=O)N2CCCOC2CNC(=O)C(=O)NCCO)cc1 (configuration not stated)
    ., 1%, i, 13%, -3%, i, -7%, 0%, 3%
- Nc1ccc2c(c1)COc1ccccc1O2
    1%, -31%, -24%, -21%, -13%, i, 50%, -5%, 36%[activator]
- O=C1NC(=Nc2ccccc2)S/C1=C\C=C\c1ccco1
    -2%, -9%, -34%[inhibitor], 9%, 19%, i, 23%, ?, 6%
- Cc1cc2c(c(C)c1CCO[C@@H]1O[C@H](CO)[C@@H](O)[C@H](O)[C@H]1O)C(=O)[C@@H](C)[C@@H]2O
    2%, 3%, -23%, 4%, -5%, i, -10%, -14%, 12%
- CCOC(=O)[C@]12CCC=C1N(CCC1=CCCCC1)C(=O)[C@H](CC(=O)NCc1cccc(C(F)(F)F)c1)C2
    ., -5%, -15%, 0%, ?, i, 43%, -4%, -31%
- Cc1ccc(S(=O)(=O)N2CCCC(C(=O)NCCc3ccccc3)C2)cc1 (configuration not stated)
    -1%, 1%, -24%, 6%, -3%, i, -7%, 3%, -28%
- COc1ccc(C(=O)NC2CCSc3ccccc32)cc1F (configuration not stated)
    -2%, 1%, i, 9%, 10%, i, -2%, -1%, -30%
- CC(C)N(C(=O)CSc1nn2c(=O)c(C(C)(C)C)nnc2s1)c1ccccc1
    -1%, 4%, -31%[inhibitor][57.5 µM], -12%, 1%, i, 10%, -17%, ?
- CCOC(=O)C1CCCN(S(=O)(=O)c2ccc(OC)cc2)C1 (configuration not stated)
    2%, 8%, -16%[57.5 µM], 4%, 7%, i, 3%, -36%, 0%
- CCOc1ccc(NS(=O)(=O)c2coc(C(N)=O)c2)cc1
    0%, -6%, -19%, 7%, -8%, i, 5%, 0%, 15%
- CC1(C)CC(=O)C(N=Nc2c(Cl)cc(Cl)cc2Cl)=C(O)C1
    -2%, -13%, -1%, -13%, -3%, i, -8%, 2%, 21%
- O=C(Cn1cc(C(F)(F)F)cc(Cl)c1=O)Nc1ccc(N2CCOCC2)cc1
    4%, -6%, i, 17%, -3%, i, 14%, -1%, 17%
- FC(F)(F)c1ccccc1NC(=S)Nc1cccc(Cl)c1
    -3%, 12%, i, ?, 0%, i, 8%, 4%, -23%
- CCCCN(CC)CCCNC(=O)c1nn(C)c2c1CS(=O)(=O)c1ccccc1-2
    ., -6%, i, 2%, ., ., 0%, 2%, 8%
- CCC(=O)c1ccc(OCC(=O)N2CCN(S(=O)(=O)c3ccc(Cl)s3)CC2)cc1
    -8%, -15%, -28%, 9%, 2%, i, 38%, 4%, -15%
- Cn1cccc1C(=O)NC(=O)COC(=O)Cc1coc2ccc3ccccc3c12
    ?, 14%, i, -4%, 0%, i, ?, -3%, ?
- O=S(=O)(NC1CCCCC1N1CCOCC1)c1ccc(Cl)cc1 (configuration not stated)
    2%, 10%, i, -18%, -10%, i, 17%, 5%, ?
- CCOc1ccc(-c2nnc3ccc(SCC(=O)N4CCN(c5ccccc5)CC4)nn23)cc1
    ., -7%, -19%, -2%, 0%, i, 2%, 5%, 4%
- CCOc1ccc(-c2nnn(CC#N)n2)cc1OC
    -1%, -21%, i, -4%, 0%, i, 7%, ?, ?
- O=C(NCc1cccs1)c1ccc2c(c1)ncn2C1CCCC1
    0%, 9%, -30%, -16%, 8%, i, 4%, -22%, 0%
- O=S1(=O)CCOC(CO)CN1Cc1ccc(Cl)c(Cl)c1 (configuration not stated)
    1%, -15%, i, 7%, 1%, i, -31%, -1%, 1%

3 of the entries above in order of the GLP-1R inv ag value, largest number first.
Compound | GLP-1R inv ag
O=C(Cn1cc(C(F)(F)F)cc(Cl)c1=O)Nc1ccc(N2CCOCC2)cc1 | 17%
Cc1cc2c(c(C)c1CCO[C@@H]1O[C@H](CO)[C@@H](O)[C@H](O)[C@H]1O)C(=O)[C@@H](C)[C@@H]2O | 12%
CCOC(=O)C1CCCN(S(=O)(=O)c2ccc(OC)cc2)C1 (configuration not stated) | 0%
